CSM14.1 death rescue = protection against thapsigargin-triggered cell killing – 384-well, CSM14.1, ATP luminescence, primary screen (AID 1222); CSM14.1 thapsigargin-induced death rescue, ATP luminescence; higher % means a stronger effect; cellular ATP content (survival), % at 20 µM; hits with a dose series show EC50 in µM; 190,000 tested, under 10 active;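 active = EC50 below 50 µM in the dose-response confirmation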;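 note: death triggered by thapsigargin at about 15 µM added after 2 h compound pretreatment; cell ATP read after overnight thapsigargin exposure of roughly 18 to 22 hours; normalized against plate controls of thapsigargin alone and 5% DMSO vehicle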
TNAP activators = human TNAP enzyme activators, primary screen, biochemical, luminescent, no phosphate acceptor, uHTS (AID 1001) | purified TNAP, luminescent activation assay, no phosphate acceptor; higher activation fold means a stronger effect | actives 0.03% (n = 200,000) | one-dose activation fold at 20 µM; EC50 in µM for titrated hits; in the data active = activation fold from about 3, or a potency from the dose series; inactive = the rest, 99 in 100 with activation fold below about 1.6; note: many of its hits are not listed in these tables
P. falciparum M17LAP = P. falciparum M17LAP inhibitors, primary screen, biochemical, fluorogenic H-Leu-NHMec substrate, 1536-well (AID 1619). recombinant M17LAP, H-Leu-NHMec fluorogenic kinetic assay; higher % means a stronger effect. inhibition, % at 30 µM, or IC50 in µM where a hit was titrated. actives 0.38% (n = 220,000);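 active = compound inhibiting the enzyme by more than half at any dose during confirmatory dose-response retesting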;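 note: plate controls were full reaction with DMSO carrier for no effect and no enzyme background for full effect; strong numbers were not always called active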
PMI inhibitors = inhibitors of human PMI, primary screen, biochemical, fluorescence intensity, coupled assay (AID 1209); inhibition, % at 20 µM; hits with a dose series show IC50 in µM; actives 0.42% (n = 190,000); purified PMI enzyme, coupled fluorescence intensity; higher % means a stronger effect;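 note: plate controls were DMSO vehicle for no effect and wells lacking substrate for full effect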
Myeloid diff MLP = myeloid differentiation induction | ER-HoxA9 myeloid progenitors, lysozyme-GFP differentiation, flow cytometry | calls only at 10 µM | actives 1% (n = 360,000) | AID 624256;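 active = normalized GFP-positive differentiation at or above the plate's own cutoff, the solvent-only control mean plus 3 SD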;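 note: cells exposed to compound for four days before flow analysis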
LYP phosphatase = inhibitors of LYP phosphatase, biochemical, fluorescence intensity, uHTS (AID 1779) | recombinant LYP phosphatase, fluorescence intensity; higher % means a stronger effect | inhibition, % at 11.5 µM; hits with a dose series show IC50 in µM | actives 0.054% (n = 290,000);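 note: plate controls were vehicle with enzyme for no effect and no enzyme for full effect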
P. falciparum M1AAP = malaria alanyl aminopeptidase activity blockers – biochemical, fluorogenic H-Leu-NHMec substrate, 1536-well (AID 1445) | recombinant M1AAP, H-Leu-NHMec fluorogenic kinetic assay; higher % means a stronger effect | inhibition, % at 30 µM; hits with a dose series show IC50 in µM | actives 0.42% (n = 220,000);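 active = primary inhibition above the hit cutoff, then over 50% inhibition at one or more dose response concentrations, cut at about 23% in these data, passing the limit was not always enough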;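 note: plate controls were DMSO full reaction for no effect and no enzyme background for full effect; strong numbers were not always called active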
PMI inhibition = human PMI inhibitors, high substrate, primary screen, biochemical, fluorescence intensity, high mannose 6-phosphate (AID 1220). recombinant PMI enzyme, coupled fluorescence intensity; higher % means a stronger effect. inhibition, % at 20 µM, or IC50 in µM where a hit was titrated. actives 0.66% (n = 190,000)
XIAP displacement = XIAP antagonists, biochemical, IAP family, fluorescence polarization (AID 1018); actives 0.007% (n = 200,000); one-dose displacement, % at 20 µM; IC50 in µM for titrated hits; XIAP BIR domain, fluorescence polarization peptide displacement; higher % means a stronger effect; in the data active = displacement above about 50%; note: a part of the inactive calls stands beside numbers as strong as those of hits
Myeloid diff MLP GFP+ MAC1+ % = also measured in Myeloid diff MLP; calls as there; GFP+ MAC1+ double positive, %; measured here: differentiation confirmed by MAC1 staining
* = called active by the depositor; i = inactive; . = not tested or not shown; & = joins results of further samples. Cut-off read from the data, not from the text of the source, unless noted: active = inhibition above about 50%; inactive = the rest. Compounds were not picked by outcome; 2.7% or so of the library scored in one or more.

SMILES	CSM14.1 death rescue	TNAP activators	P. falciparum M17LAP	PMI inhibitors	Myeloid diff MLP	Myeloid diff MLP GFP+ MAC1+ %	LYP phosphatase	P. falciparum M1AAP	PMI inhibition	XIAP displacement
Cc1nc(SCC(=O)NCc2ccc3c(c2)OCO3)c(C#N)c2c1CCCC2	3.1%	1.1	7%	0%	i	1.2	-8%	3%	0%	-8.5%
O=C(O)C(C(=O)/C=C/c1ccco1)=C1SCCS1	-1.2%	1	24%	6%	i	0.8	2%	7%	-24%	0.4%
Cc1ccc(C(C)n2cc(C(=O)NCc3ccncc3)nn2)cc1 (stereo not drawn)	-0.9%	1.1	-5%	-6%	i	2.0	-7%	-2%	-4%	-4.9%
COc1ccc(C(=O)N2CCN(c3ccccn3)CC2)cc1[N+](=O)[O-]	-0.8%	1.1	-1%	-1%	i	0.3	-5%	-2%	6%	-11%
Cc1cc(C)nc(/N=C(\N)Nc2ccc(C)c([N+](=O)[O-])c2)n1	-0.2%	1.1	-3%	-13%	i	0.6	-5%	4%	16%	-1.2%
O=C(OC(C(=O)NC1CCCC1)c1ccccc1F)c1ccco1 (stereo not drawn)	-1.0%	1.1	-4%	-3%	i	0.8	-12%	-1%	-8%	-5.6%
CCCCNC(=O)Cc1coc2ccc3ccccc3c12	-1.2%	1.1	11%	13%	i	2.3	2%	15%	14%	-0.2%
CCc1nnc(NS(=O)(=O)c2ccc(NC(=S)NC(=O)c3cccs3)cc2)s1	0.3%	0.8	50%	21%	i	1.5	-2%	35µM*	6%	-4.2%
CN(C)c1ccc(C2CC(c3ccccc3)=Nc3nc(-c4ccccc4)cn32)cc1 (stereo not drawn)	-1.4%	1.1	1%	4%	.	.	10%	3%	12%	-4.6%
CON(c1nc(Cl)nc(N(C)C)n1)S(=O)(=O)c1ccccc1Cl	-2.3%	1	1%	6%	.	.	-3%	5%	2%	-1.2%
CC[n+]1ccc2cc(OC)c(OC)cc2c1Cc1ccc(OC)c(OC)c1	-2.7%	1	5%	-34%	i	0.1	-4%	11%	-23%	-4.6%
Cc1ccc(/C=C2\SC(=S)N(c3cccnc3)C2=O)cc1	-1.1%	1	-4%	1%	i	0.3	8%	7%	-1%	-3.2%
Cc1cccc(C)c1NC(=O)C1CCCN1C(=O)OC(C)(C)C (stereo not drawn)	-1.4%	1.1	3%	-3%	i	0.4	-9%	0%	-8%	-15%
Cc1ccccc1NC(=O)CCC(=O)OCC(=O)c1cccc([N+](=O)[O-])c1	-0.7%	1.1	11%	-4%	i	0.3	-6%	3%	-6%	2.4%
Cc1csc(NC(=O)c2cc(=O)[nH]c3ccc(S(=O)(=O)N4CCOCC4)cc23)n1	0.3%	1.2	-23%	-2%	i	0.4	0%	5%	-6%	-1.6%
Nn1c(COc2cccc(Br)c2)nnc1SCC(=O)N1CCc2ccccc2C1	1.1%	1.2	4%	-2%	i	0.7	-5%	10%	6%	-1.9%
Cc1ccc(C)c(N2CCN(C(=S)Nc3ccc4nc(N5CCN(C)CC5)cc(C)c4c3)CC2)c1	-0.4%	1.1	-19%	0%	.	.	-16%	-5%	24%	-1.8%
COC(=O)c1ccccc1NC(=O)c1ccc(COc2ccccc2)o1	-0.1%	1.1	-6%	11%	i	0.8	2%	0%	-2%	-3.2%
CC1CN(C(=O)c2ccccc2)C(=Nc2cccc(S(=O)(=O)N(C)C)c2)S1 (stereo not drawn)	-2.6%	1.2	-5%	3%	i	0.7	-7%	-1%	0%	-9.7%
CCOC(=O)c1c(C)[nH]c(C(=O)COC(=O)C(C)Oc2ccc(Cl)cc2Cl)c1C (stereo not drawn)	3.8%	0.9	1%	16%	i	0.7	-2%	-1%	9%	-5.1%
O=c1[nH]nc(Cc2ccc(-c3ccccc3Cl)o2)c2ccccc12	-0.4%	1	3%	7%	i	0.4	-3%	12%	11%	-4.0%
CC(O)CNc1nc2ccccc2n1CC(=O)NCC(F)(F)F (stereo not drawn)	-0.3%	1.1	-9%	-13%	i	0.4	-10%	8%	-11%	-3.3%
COc1cccc(NC(=O)NCCCSC2CCCCC2)c1	0.2%	1.2	-2%	7%	i	2.2	-8%	0%	6%	-4.2%
O=C(Nc1ccc2nc(-c3ccccn3)c(-c3ccccn3)nc2c1)N1CCOCC1	0.4%	1.1	-114%	26%	i	0.7	-14%	10%	63%*	-3.9%
COC(=O)c1cc2sc(Cl)cc2n1Cc1nc(-c2cccc(C)c2)oc1C	-1.9%	0.9	8%	-6%	.	.	1%	8%	-10%	-2.2%
COc1ccc(/C=C/C(=O)c2ccc(NS(=O)(=O)c3ccc(C)cc3)cc2)cc1O	-3.6%	0.9	-6%	18%	i	0.1	8%	16%	22%	-1.7%
CCC(=O)c1c[nH]c(C(=O)NCc2cccs2)c1	.	.	-4%	.	i	0.7	-6%	1%	.	.
CCC(CC)C(=O)c1c[nH]c(C(=O)NCC2CCCO2)c1 (stereo not drawn)	-2.0%	1	4%	-6%	i	0.5	-3%	10%	-2%	-2.6%
CCOC(=O)c1c(CSC(=N)N)n(-c2ccc(C)cc2)c2cc(Br)c(OC(C)=O)cc12	-10%	0.8	10%	4%	i	0.7	-9%	1%	2%	-2.9%
Cc1ccc(CN=C(N)Nc2nc(C)cc(C)n2)cc1	-2.9%	1.1	2%	0%	i	0.8	-7%	5%	5%	-1.9%
Cc1ccc(/C=C(/C#N)c2nc(CCN3C(=O)c4ccccc4C3=O)cs2)cc1	0.4%	1.1	1%	8%	i	0.8	-2%	7%	2%	-3.7%
COC(=O)c1ccc(NC(=O)NS(=O)(=O)c2ccc(C)cc2)cc1	4.8%	1.2	-1%	-8%	i	1.3	-6%	7%	-5%	-5.1%
O/N=C/c1ccccc1OCc1ccccc1F	-5.3%	1.2	-15%	1%	i	0.3	0%	1%	-3%	-4.6%
O=C(CC1CCCCC1)NC1CCCC1	-3.5%	1.1	-4%	-2%	i	1.0	1%	3%	3%	2.8%
CCCOc1cc(C)nc(-c2ccccc2O)n1	-1.0%	1	-5%	10%	i	1.2	-8%	-4%	4%	-4.5%
COC(=O)c1cccc(NC(=S)NCCC2=CCCCC2)c1	-0.7%	1.1	-3%	5%	i	1.5	-8%	3%	2%	-6.1%
Cc1ccc(N(CC(=O)N/N=C/c2cccs2)S(C)(=O)=O)cc1Cl	-3.0%	1.1	6%	8%	i	0.9	-4%	-2%	-4%	-7.1%
CCn1c(COc2ccc3c(c2)OCO3)nnc1SCC(=O)c1ccc(Cl)cc1	2.8%	1.1	10%	-1%	i	0.6	-1%	-2%	-4%	-3.6%
Cc1ccc(/C=N/NC(=O)c2ccc(Cn3cc([N+](=O)[O-])cn3)o2)cc1	-3.8%	1.1	3%	2%	i	0.8	-3%	8%	2%	-1.5%
COCCNC(=O)c1nc2ccccc2s1	-2.2%	1.1	2%	-9%	i	0.4	-3%	0%	26%	-2.5%
CCc1ccc(Nc2nnc(SCc3cc(=O)n4ccsc4n3)s2)cc1	2.6%	0.9	42%	-12%	i	1.5	1%	8%	-43%	-15%
O=c1cc(N2CCOCC2)[nH]c(=O)n1Cc1ccc(F)cc1	-2.0%	1.1	3%	3%	i	2.5	-6%	0%	12%	-17%
CCS(=O)(=O)Nc1cccc(C2=NN(S(=O)(=O)CC)C(c3ccccc3)C2)c1 (stereo not drawn)	-0.9%	1.2	11%	-4%	i	0.5	-6%	2%	-2%	-12%
Cc1cccc(C)c1-n1nnnc1S(=O)(=O)Cc1ccccc1Cl	-1.7%	1	-12%	9%	i	4.8	6%	-5%	4%	-4.7%
CCNC(=O)N1CCCC(C(=O)c2ccc(OC)c(OC)c2)C1 (stereo not drawn)	0.0%	1	.	0%	i	0.4	-1%	.	11%	-9.0%
CC(=O)C1=C(O)C(=O)N(Cc2ccccc2)C1c1ccccc1F (stereo not drawn)	1.5%	1.1	22%	9%	i	0.7	-4%	4%	-1%	-2.6%
CCOc1cc(/C=N/Nc2ccc(C(=O)O)cc2)ccc1OC(=O)c1ccccc1C	.	.	31%	.	i	0.9	0%	10%	.	.
CCOC(=O)c1cc2sccc2n1CC(=O)C(C)(C)C	0.9%	1.1	-2%	10%	i	0.7	-8%	3%	14%	-4.6%
O=C(Cc1coc2cc3c(cc12)CCC3)OCc1cc(=O)n2c(n1)sc1ccccc12	-0.7%	1	-1%	0%	i	0.8	0%	0%	2%	-3.4%
CC(=O)N(Cc1c(C)nn(-c2ccccc2)c1Cl)c1ccc(Cl)cc1	-0.3%	1.1	9%	0%	i	0.9	4%	2%	6%	-2.4%
Cc1cc(=O)[nH]c(SCc2nc3ncccn3c2Br)n1	.	1	-33%	3%	i	0.6	-9%	6%	10%	0.3%
COCCCNC(=O)c1ccc(-n2nc(C(F)(F)F)cc2-c2cccs2)cc1	-0.3%	1	-4%	12%	i	0.5	-6%	3%	3%	-4.9%
Cc1nn(-c2ccccc2)c(Cl)c1C(=O)N1CCN(C)CC1	0.2%	1.1	12%	-12%	i	0.7	-6%	0%	-8%	-5.0%
CCOC(=O)c1c(CN2CCCCC2)oc2ccc(OC)cc12	-0.7%	1.1&1.1	0%&8%	10%&4%	i	0.7&3.1	-12%&1%	7%&8%	9%&3%	-5.5%&-6.8%
NS(=O)(=O)c1ccc(C(=O)O)cc1	-2.4%	1.1	5%	-6%	i	1.3	-2%	-4%	-8%	-8.9%

Compound activity from PubChem BioAssay.
